Screening results deposited in PubChem by several laboratories.
KCNK3 block = human KCNK3 channel inhibitors, primary screen, CHO cells, FluxOR thallium flux, B-score; FluxOR fluorescence; stronger effect = lower value; hit rate 0.84% among 340,000; B-score at 10 µM; AID 602410, 2012; Potassium channel subfamily K member 3 (Homo sapiens), O14649;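 active means B-score under library mean minus 4 SD, starting fluorescence ratio at most library mean plus 5 SD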;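 further: more negative B-score means stronger inhibition of thallium flux through KCNK3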
Target sequence (O14649 whole entry, looked up): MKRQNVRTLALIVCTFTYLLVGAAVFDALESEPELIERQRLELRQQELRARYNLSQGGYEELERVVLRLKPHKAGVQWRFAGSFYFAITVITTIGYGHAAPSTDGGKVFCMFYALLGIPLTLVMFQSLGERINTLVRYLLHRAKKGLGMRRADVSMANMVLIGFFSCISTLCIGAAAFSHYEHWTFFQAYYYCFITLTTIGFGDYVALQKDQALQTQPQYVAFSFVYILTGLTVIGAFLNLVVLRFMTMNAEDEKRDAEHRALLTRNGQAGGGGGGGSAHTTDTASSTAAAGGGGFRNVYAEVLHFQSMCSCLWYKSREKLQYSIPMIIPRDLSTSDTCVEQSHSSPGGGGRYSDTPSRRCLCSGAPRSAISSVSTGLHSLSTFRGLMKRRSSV
DYRK1A inh = rat Dyrk1A kinase inhibitors, primary screen, biochemical, single point, plate reader. AID 504441, 2011. ADP-Glo luminescence, NFATc1 peptide. inhibition, % at 12.5 µM. hit rate 0.43% among 310,000. Dual specificity tyrosine-phosphorylation-regulated kinase 1A (Rattus norvegicus), Q63470; in the data active means inhibition above about 50%;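 further: plate controls were vehicle with enzyme for no effect and no enzyme for full effect; many of its hits are not listed in these tables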
KCNK9 block = KCNK9 potassium channel inhibitors, primary screen, HEK293 cells, thallium flux. B-score at 10 µM. hit rate 1.2% among 310,000. FluxOR thallium flux fluorescence; stronger effect = lower value. Potassium channel subfamily K member 9 (Homo sapiens), Q9NPC2;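 active means ratio B-score over 3 SD below the library mean, with starting fluorescence within 5 SD of its mean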;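 further: negative B-score means less thallium flux so channel inhibition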
Target sequence (Q9NPC2 whole entry, looked up): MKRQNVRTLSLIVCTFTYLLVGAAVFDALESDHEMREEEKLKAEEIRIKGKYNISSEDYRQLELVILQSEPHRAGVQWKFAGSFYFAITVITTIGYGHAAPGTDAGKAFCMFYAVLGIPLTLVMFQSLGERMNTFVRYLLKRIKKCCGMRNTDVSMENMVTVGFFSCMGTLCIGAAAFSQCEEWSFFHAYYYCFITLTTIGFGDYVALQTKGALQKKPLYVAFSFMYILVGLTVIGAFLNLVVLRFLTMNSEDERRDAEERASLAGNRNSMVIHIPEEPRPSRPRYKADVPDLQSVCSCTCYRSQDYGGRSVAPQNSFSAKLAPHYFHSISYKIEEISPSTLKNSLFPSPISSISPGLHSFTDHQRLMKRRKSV
Platelet DG rel = inhibitors of platelet dense granule secretion, primary screen, cell-based, MLPCN, human platelets | human platelet-rich plasma, SFLLRN dense granule ATP release, luminescence | inhibition, %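 (compounds screened at 7.5 µM in platelet-rich plasma)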 | hit rate 0.22% among 300,000 | AID 1663, 2009;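 active means mean replicate score, as percent of positive control, at or above 50; inconclusive means mean below 50 but at least one replicate at or above 50; inactive means mean and every replicate below 50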
TRPC4 inh = inhibitors of mouse TRPC4 channel, primary screen, Fluo4 calcium, HEK293 TRPC4beta/mu-opioid cells | AID 2247, 2010 | DAMGO-evoked Fluo4 calcium flux; stronger effect = lower value | hit rate 0.39% among 300,000 | B-score at 10 µM | Short transient receptor potential channel 4 (Mus musculus), Q9QUQ5;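 active means B-score over 3 SD under the library average, no early fluorescence shift, positive overall ratio signal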
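test system = HEK293 cells with stable TRPC4beta plus mu-opioid receptor expression | detection = Fluo4 Ca2+ flux fluorescence | read-out = integrated fluorescence ratio relative to baseline, converted to per-well B score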
KCNQ1 act = potentiators or activators of KCNQ1 channel, primary screen, cell-based, thallium flux, high-throughput; CHO-K1 KCNQ1, thallium flux FluxOR fluorescence; stronger effect = higher value; Potassium voltage-gated channel subfamily KQT member 1 (Homo sapiens), P51787; hit rate 0.35% among 310,000; B-score at 10 µM; AID 2648, 2010;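 active means fluorescence ratio B-score, a plate-corrected score, at least three library SD, with initial intensity B-score within 5 SD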
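Material: CHO-K1 cells stably expressing KCNQ1. Medium: assay buffer for compound exposure, DMSO matched across wells. Reagent: K+/Tl+ depolarizing stimulus. Compound dosing: single-concentration screen. Times: 37 °C overnight plating, 90-min dark dye load, 20-min compound pretreatment. Technique: FluxOR Tl+ flux fluorescence.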
hERG protect = hERG rescue from dofetilide block, primary screen, cell-based, CHO-hERG, FluxOR thallium flux, dofetilide IC70 | dofetilide IC70 present | hit rate 0.51% among 310,000 | Voltage-gated inwardly rectifying potassium channel KCNH2 (Homo sapiens), Q12809 | AID 1511, 2009 | activation (rescue from dofetilide block), less the hit threshold, % at 10 µM;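 active means activation above the mean of controls blocked by dofetilide plus 5 SD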;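 further: thallium influx through hERG after potassium depolarization seen as dye fluorescence rise; in these data hits start at about 4.7%; inactives centre near -7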
TRPC4 act = activators of mouse TRPC4 channel, primary screen, Fluo4 calcium, HEK293 TRPC4beta/mu-opioid cells. Short transient receptor potential channel 4 (Mus musculus), Q9QUQ5. Fluo4 calcium fluorescence; stronger effect = higher value. B-score at 10 µM. hit rate 0.49% among 310,000. AID 2237, 2010;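 active means B-score above 5 SD of library B-scores, and initial fluorescence ratio not above library mean plus 5 SD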;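 further: positive B-score marks a calcium rise read as TRPC4 activation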
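system = HEK293 cells stably co-expressing mouse TRPC4beta and mu-opioid receptor | schedule = Fluo4 dye loading 45 min at room temperature, 110 s recording | measure = B-scored integrated calcium fluorescence ratio | signal = Fluo4 calcium-sensitive dye fluorescence, kinetic, 1 Hz baseline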
KCNQ1 block = inhibitors of human KCNQ1 channel, primary screen, cell-based, thallium flux, high-throughput; Potassium voltage-gated channel subfamily KQT member 1 (Homo sapiens), P51787; CHO-K1 KCNQ1, FluxOR thallium flux fluorescence; stronger effect = higher value; B-score at 10 µM; hit rate 1.3% among 310,000; AID 2642, 2010;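 active means compounds whose thallium flux B-score, printed positive for inhibition, exceeds three library SD while starting fluorescence stays within three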;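 further: channel opened by potassium depolarization with thallium stimulus after 20 min compound exposure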
TRPC4 potent = positive allosteric modulators of TRPC4, primary screen, cell-based, mouse TRPC4beta, HEK293 mu-opioid, Fluo-4 calcium | B-score at 10 µM | hit rate 0.42% among 310,000 | DAMGO EC20, Fluo-4 Ca2+ flux; stronger effect = higher value;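 active means B-score of calcium response area above 5 SD of library B-scores, with initial fluorescence ratio within 5 SD of library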;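 further: B-score of integrated fluorescence ratio over time as area under calcium response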
PolyA inhibitor = polyadenylation inhibitors in yeast reporter cells, primary screen, luminescence, S. cerevisiae; hit rate 0.02% among 300,000; calls only at 12 µM; AID 1875, 2009; S. cerevisiae SKY197-pL101 polyadenylation reporter, beta-gal luminescence; efflux-impaired pdr1/pdr3 knockout yeast; score 100 = 6 SD above DMSO;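 active means lowest replicate activity score at least 50, where 100 means six control SD above control mean; inconclusive means lowest score under 50 but half or more replicates reach 50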;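 further: yeast exposed to compound for 9 h at 30 °C; higher score means more reporter readthrough which indicates perturbed polyadenylation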
* marks the source's active call; other numbers are inactive results; i = inactive; u = inconclusive; x = not tested or not shown; & = joins results of further samples. These rows are one share of the data; count on the stated rates, not on these rows.

SMILES	KCNK3 block	DYRK1A inh	KCNK9 block	Platelet DG rel	TRPC4 inh	KCNQ1 act	hERG protect	TRPC4 act	KCNQ1 block	TRPC4 potent	PolyA inhibitor
COc1ccc(CN(CC(=O)NCCc2ccccc2)C(=O)CCC(=O)Nc2cc(C)ccn2)cc1	i	-2	i	1	i	i	-11	i	i	i	x
O=C(c1ccc(-c2ccc(Cl)cc2)o1)N1CCN(c2ccc([N+](=O)[O-])cc2Cl)CC1	i	8	i	-7	i	i	-14	i	7*	i	i
O=C(O)Cc1cc(C(=O)Nc2ccc(Br)cc2)sc1-c1ccccc1	x	x	i	-7	i	i	-14	i	i	i	i
CC(C)Cn1c(N)c(C(=O)CCl)c(=O)n(C)c1=O	i	-5	i	-1	i	i	-6	i	i	i	i
CSc1nnc(C)c(=O)n1COC(=O)COc1ccc(F)cc1	i	-13	i	-2	i	i	-13	i	i	i	i
O=C(c1ccccc1)N1CCCC(c2ccc(Cl)cc2)=N1	i	4	i	-16	i	i	-3	i	i	i	i
O=C(NCCCc1ccccc1)c1ccc(CS(=O)Cc2ccc(Cl)cc2)o1 (stereo unspecified)	i	1	i	-10	i	i	-14	i	i	i	i
Cc1nnsc1C(=O)Nc1ccccc1Cl	i	3	i	-5	i	i	-4	i	i	i	i
Cn1cc(S(=O)(=O)N2CCCC2)cc1C(=O)NCCc1ccccc1	i	-1	i	u	i	i	-10	i	i	i	i
c1ccc(-c2csc(-n3cnnn3)n2)cc1	i	7	i	1	i	i	-10	i	i	i	i
Cc1cccc(C(=O)N/N=C/C(C)Cc2ccc3c(c2)OCO3)c1 (stereo unspecified)	i	-1	i	1	i	i	-18	i	i	i	i
Cc1nc(CS(=O)(=O)c2ccccn2)sc1C(=O)NNC(=O)c1c(F)cccc1Cl	i	-1	i	2	i	i	-5	i	i	i	i

The last two entries of the section above come first, to join the parts.
SMILES	KCNK3 block	DYRK1A inh	KCNK9 block	Platelet DG rel	TRPC4 inh	KCNQ1 act	hERG protect	TRPC4 act	KCNQ1 block	TRPC4 potent	PolyA inhibitor
Cc1cccc(C(=O)N/N=C/C(C)Cc2ccc3c(c2)OCO3)c1 (stereo unspecified)	i	-1	i	1	i	i	-18	i	i	i	i
Cc1nc(CS(=O)(=O)c2ccccn2)sc1C(=O)NNC(=O)c1c(F)cccc1Cl	i	-1	i	2	i	i	-5	i	i	i	i
CCOC(=O)C1=C(CC)OC(N)=C(C#N)C1c1ccc(F)cc1F (stereo unspecified)	i	2	i	5	i	i	-7	i	i	i	i
O=c1[nH]cnc2scc(-c3ccc(F)cc3)c12	i	4	i	1	i	i	-9	i	i	i	i
COc1ccccc1C(=O)Nc1ccc2c(c1)nc(CN1CCCCC1)n2C	i	-6	i	7	i	i	-18	i	i	i	i
O=C(NCCCNC(=O)C(F)(F)C(F)F)C(F)(F)C(F)F	i	-2	i	-1	i	i	-7	i	i	i	i
CC(=O)c1cc(OC(=O)c2ccncc2)ccc1OC(=O)c1ccncc1	i	13	i	-3	i	i	-6	i	i	i	i
CCSc1nnc(CCNS(=O)(=O)c2ccc(C(C)=O)cc2)n1C	i	-1	i	11	i	i	-4	i	i	i	i
O=C(Nc1nc2c(Br)cc(Br)cc2c(=O)s1)c1ccco1	i	4	i	22	i	i	-1	i	i	i	i
COC(=O)c1ccccc1NC(=O)CC(=O)Nc1ccccc1C(=O)OC	i	5	i	2	i	i	-6	i	i	i	i
CC(C)(C)/C(O)=C/c1nc2cc(Cl)ccc2oc1=O	i	6	i	16	i	i	-2	i	i	i	i
COc1ccc(NC(=O)Nc2ccc(F)cc2F)c(C)c1	i	0	i	1	i	i	-10	i	i	i	i
CC(NC(=O)c1ccco1)c1ccc2c(c1)OCCO2 (stereo unspecified)	i	0	i	-4	i	i	-8	i	i	i	i
COCCSc1nnc(NC(=O)C2CC(=O)N(CCc3ccc(F)cc3)C2)s1 (stereo unspecified)	i	-2	i	17	i	i	-6	i	i	i	i
CCc1cc(C(=O)OC)c(NC(=O)CCC(=O)O)s1	i	-1	i	0	i	i	-12	i	i	i	x
NC(=O)c1ccc(-n2nnnc2SCC(=O)Nc2ccc(F)cc2)cc1	i	9	i	-1	i	i	-4	i	i	i	i
O=C(CSc1nnc(CNC(=O)c2ccc(F)cc2)o1)c1ccccc1	i	x	i	20	i	i	-5	i	i	i	i
C=CCN(CC=C)C(=O)C1CCN(S(=O)(=O)c2ccc(-n3cnnn3)cc2)CC1	i	-11	i	-4	i	i	-7	i	i	i	i
COc1cccc(NC(=S)N2C3CCCC2CC(NC(=O)C2CC2)C3)c1 (stereo unspecified)	i	-2	i	-9	i	i	-8	i	i	i	i
Cc1ccc2nc(C)c(C(=O)N/N=C/c3cccs3)cc2c1	i	0	i	0	i	i	-2	i	i	i	i
O=C(CCn1c(=S)oc2ccccc21)NC1CCCCCCC1	i	-1	i	0	i	i	-8	i	i	i	i
Cc1nn(-c2ccccc2)nc1CNC(=O)C1CCC1	i	-1	i	x	i	i	-6	i	i	i	i
COCCN1Cc2cccc(C(=O)Nc3cc(C)cc(C)c3)c2C1=O	i	-2	i	3	i	i	-4	i	i	i	i
O=C(CSc1c2c(nc3ccccc13)CCC2)N1CCCC1	i	4	i	8	i	i	-6	i	i	i	i
N#Cc1ccc(-c2cccnc2)nc1SCC(N)=O	i	x	i	-9	i	i	-6	i	i	i	i
CC1Oc2ccccc2N(Cc2cccc(F)c2)C1=O (stereo unspecified)	i	x	i	1	i	i	-7	i	i	i	i
COc1ccc(C(=O)C2CCN(CC(=O)Nc3cc(C)cc(C)c3)CC2)cc1	i	0	i	-4	i	i	-10	i	i	i	i
CC/C(C)=N/NC(=S)NCc1ccco1	i	-9	i	-12	i	i	-2	i	i	i	i
Fc1ccc(CNCc2ccc(Br)cc2)cc1	i	4	i	6	i	i	-6	i	i	i	i
CC(=O)N1CCN(c2ccccc2NC(=S)NC(=O)c2cc3ccccc3o2)CC1	i	-2	i	6	i	i	-22	i	i	i	i
C#CCOCCOCCOCCNc1nc(N2CCN(C(=O)[C@H]([C@@H](C)CC)n3cc(CCCN=C(N)N)nn3)CC2)nc(N2CCN(C(=O)[C@H](CCCCN)n3cc(CCC(=O)O)nn3)CC2)n1	i	-5	i	0	i	i	-5	i	i	i	i
O=C(O)c1ccc(NC(CSCc2ccc(F)cc2)C(=O)O)c([N+](=O)[O-])c1 (stereo unspecified)	i	-1	i	-3	i	i	-1	i	i	i	i
CCCCN(C)C(=O)C1CCN(c2ccc(S(=O)(=O)N3CCOCC3)cc2[N+](=O)[O-])CC1	i	-2	i	6	i	i	-6	i	i	i	i
CCOC(=O)CNC(=O)c1sc2nc(C)cc(C)c2c1N	i	-6	i	2	i	i	-3	i	i	i	i
N#CCc1c(C#N)c(N)nc(N2CCN(S(=O)(=O)c3ccccc3)CC2)c1C#N	i	21	i	-3	i	i	-6	i	i	i	i
C/C(O)=C(\C#N)c1nc2ccccc2[nH]1	i	5	i	-1	i	i	-3	i	i	i	i
O=C(CSc1nnc2c3ccccc3c3ccccc3c2n1)Nc1ccccc1F	i	15	i	55*	i	i	-10	i	i	i	i
COc1ccc(N(C)S(=O)(=O)c2cccc(C(=O)NCc3ccc4c(c3)OCO4)c2)cc1	i	-4	i	0	i	i	-8	i	i	i	i
O=C(NC1CCN(Cc2ccccc2)CC1)c1c(F)cccc1F	i	1	i	-1	i	i	-6	i	i	i	i
CN1CCC2(CC1)C1CN(C)CC=C1C(C#N)=C(N)C2(C#N)C#N (stereo unspecified)	i	9&-2	i	3&-4	i	i	-10&-7	i	i	i	i
CCCC[C@@H]1CN=C(N)N1CCc1cc(C(F)(F)F)cc(C(F)(F)F)c1	i	6	i	-8	i	i	-18	i	i	i	i
COc1ccc(NC(=O)c2cc(-c3cc(OC)c(OC)c(OC)c3)nc3ccccc23)cc1OC	i	1	i	-5	i	i	-9	i	i	i	i
O=C(NCc1ccc(S(=O)(=O)Nc2ccccc2Cl)s1)c1ccccc1	i	1	i	-3	i	i	-11	i	i	i	i
CCCCNc1cc(C)nc(N2CCOCC2)n1	i	0	i	-24	i	i	-3	i	i	i	i
C[C@H](NC(=O)NCc1cccs1)C(=O)O	i	-5	i	0	i	i	-8	i	i	i	i
CCOC(=O)c1cnn(-c2ccccc2)c1NC(=O)c1cccs1	i	-2	i	7	i	i	-3	i	i	i	i
COC(=O)c1c(N2C(=O)CCC2=O)sc2c1CCCC2	i	15	i	20	i	i	-5	i	i	i	i
O=C(COC(=O)c1cnccn1)NCc1ccccc1	i	-5	i	-3	i	i	-11	i	i	i	i
Cc1cccn2c(=O)c3cc(C(=O)NC4CCCC4)n(C)c3nc12	i	-3	i	-8	i	i	-17	i	i	i	i
O=C(c1cccc(S(=O)(=O)N2CCOCC2)c1)N(Cc1nnc(-c2ccccc2Cl)o1)C1CC1	i	4	i	1	i	i	-18	i	i	i	i
Nc1cc(Cl)nnc1Cl	i	-4	i	-5	i	i	-3	i	i	i	i
COc1ccc(-c2nn(-c3ccccc3)cc2C(=O)N/N=C/c2ccc([N+](=O)[O-])o2)cc1	i	2	i	1	i	i	2	i	i	i	i
Cn1nc(-c2ccccc2)c(-c2nc(-c3ccccc3Cl)no2)c1Cl	i	-2	-10*	3	i	i	4	i	i	i	i
CCCn1nnnc1NC(=O)COc1ccc(Br)cc1	i	-4	i	-16	i	i	-2	i	i	i	i
